High-throughput results from PubChem BioAssay.
Scp1 inh – blocks human Scp-1 phosphatase activity | Q9GZU7 | Recombinant Scp1, phosphopeptide, malachite green phosphate absorbance | inhibition, % at 20 µM | 340,000 tested, 0.88% active;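 active = inhibition above about 50% at 20 µM, limit read from the data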;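 note: plate controls were DMSO wells with enzyme for no effect and wells lacking enzyme for full effect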
Target sequence (Q9GZU7 76-261 limits assumed): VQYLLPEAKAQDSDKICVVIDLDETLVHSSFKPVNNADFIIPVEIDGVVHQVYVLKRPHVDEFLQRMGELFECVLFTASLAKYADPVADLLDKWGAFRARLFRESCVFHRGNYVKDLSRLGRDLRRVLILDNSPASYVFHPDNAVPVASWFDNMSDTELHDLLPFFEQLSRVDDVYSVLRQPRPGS
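Assay system: SCP-1 catalytic fragment, aa 76-261 | Buffer or medium: Tris acetate buffer pH 5.5 with MgCl2 and Tween-20 | Compound: One concentration, 20 µM, with 1.0% DMSO | Also added: Phospho 17-mer peptide substrate | Signal: Absorbance at 630 nm | Incubation: 45 min enzyme reaction at room temperature | Measure: % inhibition of SCP-1 phosphate liberation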
DNMT1 block – inhibitors of human DNMT1; P26358; DNMT1 molecular beacon, Hinp1I cleavage, fluorescence; inhibition (reported as % activation of signal), % at 10 µM; 360,000 tested, 0.83% active; in the data active = inhibition above about 50%
MsrA act – activators of bovine methionine sulfoxide reductase A. activation, % at 10.6 µM. purified bovine MsrA, absorbance read-out. AID 602163. 360,000 tested, 0.3% active; in the data active = activation above about 7.5%;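 note: 0% = vehicle and 100% = reference activator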
SUMO1 PPI mod – modulators of human SUMO1-mediated protein-protein interactions; P63165; SUMO1 binding to a labelled peptide, TR-FRET, 1 h; inhibition, % at 20 µM; 360,000 tested, 0.33% active; in the data active = inhibition above about 37%
Target sequence (P63165 whole entry, looked up): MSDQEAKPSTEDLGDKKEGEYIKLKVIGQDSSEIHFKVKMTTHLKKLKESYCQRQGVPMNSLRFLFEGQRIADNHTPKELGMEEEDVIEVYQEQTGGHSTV
CendR NRP1 mod – alters CendR peptide binding to human NRP-1 | FAM-RPARPAR peptide binding to NRP-1, fluorescence polarization | inhibition, % at 25 µM | 360,000 tested, 0.85% active | O14786;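 active = inhibition or corrected inhibition above about 18%, plus a signal ratio from 0.5 to 1.5, limit read from the data, passing the limit was not always enough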; note: strong numbers were not always called active
Tb MetRS inh – Trypanosoma brucei MetRS inhibition; 360,000 tested, 0.4% active; purified T. brucei MetRS, ATP depletion, Kinase-Glo luminescence; inhibition, % at 11.9 µM;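 active = inhibition above a per-plate cutoff of the control wells' mean inhibition plus 3 SD, cut at about 5.5% in these data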;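 note: 0% = DMSO wells median and 100% = median of wells with control inhibitor compound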
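assay system = parasite MetRS enzyme | timing = 15 min preincubation, 2 h reaction, all 25 °C | evaluation = percent inhibition relative to median high and low control wells | medium = HEPES buffer containing pyrophosphatase, BSA, spermine, DTT | compound = single dose, 11.9 µM final nominal, 0.9% final DMSO | detection = Kinase-Glo luminescence, ATP depletion format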
eLon inh – E. coli protease La inhibition; 360,000 tested, 0.42% active; purified E. coli Lon protease, fluorescence polarization; P0A9M0; inhibition, % at 7.94 µM; in the data active = inhibition above about 13%, passing the limit was not always enough;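 note: 0% = enzyme with probe and DMSO and 100% = no enzyme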
LMPTP inh – blocks human LMPTP phosphatase; P24666; recombinant LMPTP-A, OMFP fluorogenic substrate, fluorescence intensity; inhibition, % at 20 µM; 360,000 tested, 0.22% active; AID 651560;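 active = compounds that cut the enzyme signal by at least half of the control window in the single-dose screen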;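 note: plate controls were DMSO wells with enzyme plus substrate for no effect and substrate without enzyme for full effect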
Target sequence (P24666 whole entry, looked up): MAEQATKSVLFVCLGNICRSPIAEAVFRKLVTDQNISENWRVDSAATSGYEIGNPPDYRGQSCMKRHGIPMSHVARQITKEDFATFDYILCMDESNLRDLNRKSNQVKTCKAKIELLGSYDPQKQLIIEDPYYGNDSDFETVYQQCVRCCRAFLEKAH
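test system = LMPTP-A | amount = 0.625 nM LMPTP-A final | reagent = fluorogenic phosphatase substrate OMFP at 400 µM final | incubation = 50 min at room temperature | benchmarks = no-enzyme low control, uninhibited high control | medium = Bis-Tris pH 6.0, DTT, detergent | signal = fluorescence intensity of OMFP turnover product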
STEP inh – inhibitors of human striatal-enriched phosphatase STEP; recombinant STEP, OMFP fluorogenic substrate, fluorescence; inhibition, % at 20 µM; 360,000 tested, 0.25% active; AID 588621;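 active = inhibition at 20 µM, scaled per plate between control wells, above about 37%, limit read from the data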;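 note: 0% = DMSO with enzyme and substrate and 100% = substrate only without enzyme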
Target sequence (P54829 whole entry, looked up): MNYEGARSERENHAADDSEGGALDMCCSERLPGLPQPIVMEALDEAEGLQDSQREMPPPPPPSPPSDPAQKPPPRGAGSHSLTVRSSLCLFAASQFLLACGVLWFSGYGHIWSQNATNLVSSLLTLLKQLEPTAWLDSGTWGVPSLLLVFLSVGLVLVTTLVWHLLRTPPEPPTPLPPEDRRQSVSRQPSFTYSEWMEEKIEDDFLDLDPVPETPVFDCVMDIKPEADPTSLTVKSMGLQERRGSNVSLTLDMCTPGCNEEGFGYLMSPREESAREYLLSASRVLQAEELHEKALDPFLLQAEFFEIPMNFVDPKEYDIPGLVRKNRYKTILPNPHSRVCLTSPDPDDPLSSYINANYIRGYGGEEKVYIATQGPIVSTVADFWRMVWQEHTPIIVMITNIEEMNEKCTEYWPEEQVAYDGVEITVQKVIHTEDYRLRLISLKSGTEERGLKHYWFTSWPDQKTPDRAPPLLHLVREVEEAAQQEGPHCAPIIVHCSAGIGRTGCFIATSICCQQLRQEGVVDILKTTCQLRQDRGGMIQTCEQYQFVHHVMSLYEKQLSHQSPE
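Test system: STEP tyrosine phosphatase / Reagent: OMFP at 25 µM / Doses: 20 µM, 1% DMSO / Read-out: percent inhibition scaled to no-enzyme and uninhibited-enzyme controls, plate-pattern corrected / Detection: FITC-channel fluorescence of OMFP product / Medium: Bis-Tris buffer pH 6.0, 2.5 mM DTT, 0.005% Tween 20 / Schedule: 20 min at room temperature, dark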
MsrA inh – inhibits bovine methionine sulfoxide reductase A | purified bovine MsrA, absorbance read-out | inhibition, % at 15.5 µM | 360,000 tested, 0.75% active; in the data active = inhibition above about 4.5%;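 note: 0% = vehicle wells with enzyme and 100% = reference inhibitor wells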
Active calls of the source: *; · = no result given. Not a hit list; 4.3% or so of the library scored in one or more.

Below each compound – Scp1 inh	DNMT1 block	MsrA act	SUMO1 PPI mod	CendR NRP1 mod	Tb MetRS inh	eLon inh	LMPTP inh	STEP inh	MsrA inh
(1) Cc1cc(-c2n[nH]c(=S)n2-c2ccc(C)c(C)c2)no1
→ -1.7	3.5	1.6	-1.5	6.1	-0.9	3.4	-1.9	-2.9	1.4
(2) CC(=O)N1CCN(c2ccc(NC(=O)c3ccc(Cl)c(Cl)c3)cc2)CC1
→ -8.6	-0.6	-0.8	2.5	-4.5	-0.2	8.2	-0.1	1.1	1.2
(3) CCCc1nc2c(C)cc(C)cc2c(N)c1CC
→ -10.9	-3.6	-1.2	0.1	-3.7	-0.5	-0.5	7.1	3.1	-0.3
(4) Cn1c(=O)c2c(nc3n2CC(O)CN3c2ccc(O)cc2)n(C)c1=O (centres undefined)
→ -5.7	-3.7	-1.9	2.9	-0.9	-0.7	3.0	-0.2	-3.3	1.1
(5) COc1ccc(NC(=O)N2CCN(C(=O)c3ccco3)CC2)c(OC)c1
→ 1.0	-0.9	-4.2	8.4	14.5	0.4	5.0	-0.3	-2.7	-0.6
(6) C=C(C)C1CC=C(C)/C(=N/Nc2ccccc2[N+](=O)[O-])C1 (centres undefined)
→ 0.9	2.0	-0.7	-5.1	2.8	-0.5	3.9	-0.5	-2.5	0.2
(7) Cc1cc(NS(=O)(=O)c2ccc(NC(=O)/C=C/c3cccc(Cl)c3)cc2)no1
→ -7.3	1.4	-3.2	16.8	-9.0	0.2	-5.4	0.9	-2.0	0.7
(8) COCCn1c(SCC(=O)Nc2ccc(NC(C)=O)cc2)nc2ccccc2c1=O
→ -6.0	-2.5	-3.4	-0.5	-5.8	-0.5	-2.8	-1.5	-0.8	-0.7
(9) O=C(CSc1nc2ccccc2c(=O)[nH]1)N1CCN(c2ccccc2)CC1
→ 21.1	1.2	-4.4	-2.2	1.6	-0.4	-7.8	0.3	-2.1	0.1
(10) CCOC(=O)C1CCN(Cc2ccc(O)c3ncccc23)CC1
→ -10.2	-5.2	-2.4	-4.8	1.6	-0.1	-0.3	-1.6	-0.4	-0.8
(11) CNc1cncc(-c2ccc(OC)cc2)n1
→ ·	-2.4	-5.6	-16.1	-5.2	-0.3	4.3	-1.4	-2.8	1.6
(12) CCCCNS(=O)(=O)c1cccc(NC(=O)[C@@H]2O[C@H](CO)[C@@H](O)[C@H]2O)c1
→ ·	7.0	-0.7	-3.4	11.7	-0.3	2.0	0.3	-0.6	-1.5
(13) COc1ccc(CCN(C(=O)C(F)(F)F)C(C(=O)NC2CCCCC2)c2ccc(C)s2)cc1OC (centres undefined)
→ -3.8	1.9	-0.6	1.1	-8.3	-0.4	0.2	1.7	1.6	0.5
(14) CCC(C(=O)Nc1cccc(C(=O)O)c1C)c1ccccc1 (centres undefined)
→ -0.9	2.6	-14.6	-0.4	2.3	-1.8	-11.1	0.9	0.1	0.9
(15) Cn1c(SCc2ccc(Cl)cc2Cl)nc(C(F)(F)F)cc1=O
→ -4.4	2.2	-0.6	-0.1	-0.3	0.1	4.4	0.4	-1.9	-0.7
(16) CC1=NN(C(=O)COc2ccccc2)C(O)(c2ccccc2)C1 (centres undefined)
→ -7.1	-0.1	1.4	-0.5	-1.5	0.1	-7.6	0.8	-2.0	-0.2
(17) COc1ccc(CCNC(=O)c2cc(-c3ccc4c(c3)OCO4)on2)cc1OC
→ -5.6	-3.8	-3.2	-3.0	5.4	-0.9	-6.8	1.1	-2.6	·
(18) O=C(c1ccc2c(c1)OCCO2)N1CCN(c2ccccn2)CC1
→ 1.0	1.1	-1.6	1.4	11.6	0.0	-4.8	-0.6	-1.0	-1.5
(19) COC(=O)C(C)Sc1nc2c(cnn2-c2ccc(C)cc2)c(=O)[nH]1 (centres undefined)
→ -4.9	1.9	-2.8	-1.4	12.9	-0.4	-4.4	-2.5	3.2	0.5
(20) Cc1nc2ccc(NC(=O)Cc3c(F)cccc3Cl)cc2s1
→ 4.5	-1.4	-7.3	0.3	-3.6	-1.1	3.4	2.7	-1.2	1.0

Part of the list above in order of SMILES length, smallest number first.
Below each compound – Scp1 inh	DNMT1 block	MsrA act	SUMO1 PPI mod	CendR NRP1 mod	Tb MetRS inh	eLon inh	LMPTP inh	STEP inh	MsrA inh
(3) CCCc1nc2c(C)cc(C)cc2c(N)c1CC
→ -10.9	-3.6	-1.2	0.1	-3.7	-0.5	-0.5	7.1	3.1	-0.3
(17) COc1ccc(CCNC(=O)c2cc(-c3ccc4c(c3)OCO4)on2)cc1OC
→ -5.6	-3.8	-3.2	-3.0	5.4	-0.9	-6.8	1.1	-2.6	·
(2) CC(=O)N1CCN(c2ccc(NC(=O)c3ccc(Cl)c(Cl)c3)cc2)CC1
→ -8.6	-0.6	-0.8	2.5	-4.5	-0.2	8.2	-0.1	1.1	1.2

Back to the main list with the two entries that preceded the break.
Below each compound – Scp1 inh	DNMT1 block	MsrA act	SUMO1 PPI mod	CendR NRP1 mod	Tb MetRS inh	eLon inh	LMPTP inh	STEP inh	MsrA inh
(19) COC(=O)C(C)Sc1nc2c(cnn2-c2ccc(C)cc2)c(=O)[nH]1 (centres undefined)
→ -4.9	1.9	-2.8	-1.4	12.9	-0.4	-4.4	-2.5	3.2	0.5
(20) Cc1nc2ccc(NC(=O)Cc3c(F)cccc3Cl)cc2s1
→ 4.5	-1.4	-7.3	0.3	-3.6	-1.1	3.4	2.7	-1.2	1.0
(21) COc1ccc2c(c1)OC(=O)CC2c1cc(OC)c(OC)c(OC)c1 (centres undefined)
→ 1.3	0.9	-3.5	-0.6	-2.4	-0.9	-12.7	-1.8	-0.7	1.2
(22) COC(CN(C(=O)CCl)C(C(=O)NC1CCCCC1)c1ccc(C)cc1)OC (centres undefined)
→ -11.1	2.8	-1.7	-2.2	-9.9	0.8	-5.8	-1.7	3.0	0.7
(23) CCc1ccc(CCC(=O)Nc2ccc(Cl)cc2)o1
→ -6.2	2.6	-3.4	-0.1	13.0	0.1	3.4	0.4	0.1	-0.2
(24) CCc1nc(N(CC)CC)c2oc3ccccc3c2n1
→ -2.2	-0.8	-1.3	-4.2	10.1	-0.6	1.3	0.8	-1.0	0.1
(25) CCCCn1c(-c2ccccc2)cnc1SCC(=O)NCCc1ccc(OC)c(OC)c1
→ -2.0	0.2	-1.9	-1.8	-12.9	-1.6	0.7	-0.3	-1.8	-0.6
(26) CCN1C(=C(C#N)C#N)C=Cc2ccccc21
→ 2.0	-0.8	-1.6	-16.7	8.3	0.0	-0.9	1.3	1.2	-0.9
(27) CCOc1ccc(S(=O)(=O)Nc2ccc(S(=O)(=O)N3CCCC3)cc2)cc1
→ -17.7	-2.2	-0.5	9.3	7.5	-0.5	-3.1	0.5	1.5	-1.0
(28) O=C(CSc1ccc2nnc(-c3ccc(F)cc3)n2n1)NCC1CCCO1 (centres undefined)
→ 4.7	-0.2	-12.3	-4.8	-2.9	-1.0	-3.7	0.2	-3.9	·
(29) Cc1ccsc1C1C2=C(CC(C)(C)CC2=O)Nc2ncnn21 (centres undefined)
→ -12.9	0.1	-0.9	4.3	-14.4	0.1	-5.8	-0.7	1.6	0.4
(30) Cc1cccc(C)c1Nc1nnc(SCC(=O)NC2CCS(=O)(=O)C2)s1 (centres undefined)
→ -2.3	-4.7	-1.8	7.6	-6.8	0.5	-7.2	0.7	6.1	-0.5
(31) CCN(CC)C(=O)Cn1cc(S(=O)(=O)CC(=O)NCc2ccccc2)c2ccccc21
→ -4.8	-1.2	-0.6	1.1	-2.0	-0.6	-7.0	1.1	-1.3	-0.5
(32) CCCS(=O)(=O)c1nc(S(=O)(=O)c2ccc(C)cc2)c(NCCCN2CCCC2=O)s1
→ -6.2	0.3	-2.0	0.9	1.6	-0.1	3.6	-1.1	-1.9	0.9
(33) COC(=O)[C@@]1(C)CC[C@]2(C)CC[C@@]3(C)C(=CC(=O)C4[C@@]5(C)CC[C@H](O)C(C)(C)[C@@H]5CC[C@]43C)[C@H]2C1 (some centres undefined)
→ -0.5	53.3*	-10.9	-4.8	1.3	-0.6	1.9	0.6	-0.1	-1.2
(34) Cc1ccc([N+](=O)[O-])cc1N=Nc1c(C)[nH]n(C(N)=S)c1=O
→ -7.3	-0.1	-2.5	-23.3	6.5	-0.5	0.7	-0.4	1.0	0.9
(35) CC(C)N(C(=O)c1ccc(Cc2cn(C)c3ccccc23)nc1)C(C)C
→ ·	5.8	-3.4	1.4	4.2	0.4	-8.4	-2.1	9.8	-0.5
(36) Cc1ccc(S(=O)(=O)NN2C(=O)c3ccccc3NC2c2ccccc2)cc1 (centres undefined)
→ -4.5	0.8	4.6	0.1	3.9	-0.3	-8.6	1.1	2.2	0.2
(37) CCc1ccccc1NC(=S)N(CCOC)C(C)c1ccco1 (centres undefined)
→ -5.8	-0.1	-3.4	2.9	-3.6	-0.3	-5.2	-1.1	2.0	0.2
(38) Cc1cccc(C)c1NC(=O)CSc1nnc(-c2ccco2)n1N
→ -2.4	-5.4	-2.3	-3.0	5.7	1.4	-0.2	-1.0	-1.5	-0.2
(39) O=C(NCc1ccco1)C1CCC(N2C(=O)C3C4CCC(C4)C3C2=O)CC1 (centres undefined)
→ 6.8	-2.1	-2.4	2.9	-5.1	-0.7	2.6	2.1	-2.3	1.0
(40) Cc1cc(C(=O)N(C2CCCCC2)C2CCCCC2)no1
→ -1.5	7.1	-14.4	-1.0	-0.2	-1.7	-11.0	1.1	-1.4	1.0

Sorted by value in Scp1 inh (largest number first): some entries from above
No.	SMILES	Scp1 inh
40	Cc1cc(C(=O)N(C2CCCCC2)C2CCCCC2)no1	-1.5
25	CCCCn1c(-c2ccccc2)cnc1SCC(=O)NCCc1ccc(OC)c(OC)c1	-2.0
30	Cc1cccc(C)c1Nc1nnc(SCC(=O)NC2CCS(=O)(=O)C2)s1 (centres undefined)	-2.3
23	CCc1ccc(CCC(=O)Nc2ccc(Cl)cc2)o1	-6.2
